Rab9 promoter act = Rab9 promoter activation. Huh7 Rab9 promoter-luciferase reporter, luminescence, 24 h. Potency, µM (titrated, usually from 9.22 µM), for inactives: at the highest dose activation, negative = inhibition, actives largely listed as activators. AID 485297. 320,000 tested, 2.8% active; note: potency is the fitted concentration of half-maximal effect; % of control where 0% means no effect; nearly all actives have a fitted effect of over 60% in size
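Cell-based reporter: Huh7 stable for Rab9 promoter-driven luciferase, plated in reduced-serum medium with 10% FBS at 1500 cells/well, compound-treated 24 h at 37 °C, luminescence read after 10 min reagent.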
BRCA1 expr act = activators of BRCA1 expression; Potency, µM (top dose mostly 46.1 µM), inactives show at the highest dose activation, hits mostly activators; AID 624202; MCF7-BRCA1-FFLuc reporter, luminescence, 48 h; response scale: scaled: vehicle 0%, 10 µM genistein 100%; 380,000 tested, 1.1% active; note: potency is the fitted concentration of half-maximal effect; nearly all actives have a fitted effect of over 80% in size; some results filed as inactive show a strong effect at the top dose
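Quantitative HTS in MCF7 cells stably reporting BRCA1 expression via firefly luciferase. Compound treatment lasts 48 h at 37 °C in phenol-red free MEM. Activation is expressed relative to genistein at 10 microM and DMSO.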
p53 reactivator = mutant p53 re-activation in reporter cells | H1299 p53-A138V BP100-luciferase reporter, luminescence, 24 h | Potency, µM (top dose mostly 92.2 µM), for the others: at the highest dose activity change, positive = activation, hits mostly activators | 320,000 tested, 0.063% active | AID 504706; note: potency is the fitted concentration of half-maximal effect; % of control where 0% means no effect; nearly all actives have a fitted effect of over 45% in size
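p53-null H1299 cells stably carrying temperature-sensitive p53-A138V and a BP100-luciferase reporter were pinned with compounds (4-point, 1:5 series) and held 24 hrs at 37 deg C. Luminescence was read 10 min after detection reagent.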
ELG1 genotoxic = inducers of genotoxicity in HEK293T ELG1-luciferase cells; HEK293T ELG1-luciferase reporter, luminescence, 16 h; Potency, µM (series often up to 46 µM), without a hit: top-dose activity change, positive = activation, usual class: activators; 330,000 tested, 1.3% active; AID 504466; note: potency is the fitted concentration of half-maximal effect; % of control where 0% means no effect; nearly all actives have a fitted effect of over 60% in size
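DMSO vehicle served as control against compound-treated ELG1-luciferase HEK293T cells; exposure lasted 16 hr at 37 °C and 5% CO2, followed by ONE-Glo luminescence detection after 30 min.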
Menin-MLL TR inh = displaces Texas Red mutant MLL peptide from human menin; Potency, µM (highest dose often 61.6 µM), inactives show at the top dose FP activity change, negative = inhibition, usual class: inhibitors; Menin + Texas Red MLL mutant peptide, fluorescence polarization; 270,000 tested, 0.23% active; O00255; active = well fitted inhibition curve with a large enough effect in the polarisation, with a control signal flat, not every such curve was filed as active; inconclusive = small, poorly fitted or top-dose-only effect, or effect the other way, or a change in a side signal; inactive = no such curve, though single readings can be large or run the other way; the % refers to the polarisation; note: potency is the fitted concentration of half-maximal effect; % of control where 0% means no effect; many of its hits are not listed in these tables
Target sequence (O00255 whole entry, looked up): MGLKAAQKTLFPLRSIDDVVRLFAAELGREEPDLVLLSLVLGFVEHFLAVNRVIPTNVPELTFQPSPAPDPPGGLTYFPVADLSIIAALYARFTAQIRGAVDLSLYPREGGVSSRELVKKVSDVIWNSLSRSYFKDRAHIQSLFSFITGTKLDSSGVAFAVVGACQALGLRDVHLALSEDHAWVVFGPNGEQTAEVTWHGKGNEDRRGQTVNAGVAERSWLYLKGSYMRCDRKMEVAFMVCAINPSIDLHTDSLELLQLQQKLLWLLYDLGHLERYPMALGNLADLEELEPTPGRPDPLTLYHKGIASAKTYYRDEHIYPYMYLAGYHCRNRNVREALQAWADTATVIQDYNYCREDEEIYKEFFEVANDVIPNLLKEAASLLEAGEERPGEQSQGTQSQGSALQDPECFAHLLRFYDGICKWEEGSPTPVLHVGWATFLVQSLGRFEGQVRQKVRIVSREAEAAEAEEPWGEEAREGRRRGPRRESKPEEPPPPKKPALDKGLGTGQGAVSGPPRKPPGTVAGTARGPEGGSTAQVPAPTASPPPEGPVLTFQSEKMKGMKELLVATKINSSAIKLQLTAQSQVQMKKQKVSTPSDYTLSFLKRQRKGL
VP16 counter = counter-screen for ROR gamma inhibitors: Gal4-VP16 reporter; Drosophila S2 Gal4-VP16 UAS-luciferase, luminescence, 20 h; Potency, µM (doses to about 53.6 µM), without a hit: top-dose activity, negative = inhibition, usual class: inhibitors; 310,000 tested, 3.5% active; AID 2546;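 note: Gal4-VP16 expression switched on by copper sulfate through the metallothionein promoter; potency is the fitted concentration of half-maximal effect; % is set by controls: 0 for no effect and ±100 for the full control effect; nearly all actives have a fitted effect of over 50% in size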
PKM2 act = activators of human pyruvate kinase M2; AID 1631; purified PKM2, Kinase-Glo ATP luminescence, activation; response scale: 0% is enzyme alone, no compound; 260,000 tested, 0.34% active; P14618; Potency, µM (titrated, usually from 57.5 µM), without a hit: at the highest dose activation, usual class: activators; note: potency is the fitted concentration of half-maximal effect; % is set by controls: 0 for no effect and ±100 for the full control effect; nearly all actives have a fitted effect of over 55% in size
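hPK-M2, >95% pure; 0.1 mM ADP / 0.5 mM PEP final; imidazole pH7.2 buffer w/ 7 mM MgCl2, 50 mM KCl; 1 h RT; Kinase-Glo lum. Intermediate enzyme activity for dual inhibitor/activator qHTS.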
Giardia kill = kills Giardia lamblia. Giardia lamblia trophozoite viability. activity change, % at 7.66 µM, hits read low. 340,000 tested, 0.15% active; in the data active = activity change below about -80%; inconclusive = between about -30% and that limit;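 note: parasites exposed to compound for two days anaerobically before the ATP read; % is set by controls: 0 for no effect and ±100 for the full control effect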
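Giardia trophozoites, 100 cells per well, were exposed to compounds for 48 hrs at 37 deg C under anaerobic conditions; viability was then read as ATP content by bioluminescence after 15-30 min at room temperature.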
NPC1 promoter act = activators of NPC1 promoter; 320,000 tested, 2.4% active; Potency, µM (highest dose often 9.22 µM), for inactives: at the top dose activation, hits mostly activators; AID 485313; Huh7 NPC1 promoter luciferase reporter, 24 h;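 note: potency is the fitted concentration of half-maximal effect; % of control where 0% means no effect; nearly all actives have a fitted effect of over 60% in size; reporter is driven by a mutant NPC1 promoter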
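Huh7 cells stably carrying NPC1 promoter–luciferase, plated in Opti-MEM with 10% FBS for 2 h, were exposed to compound in DMSO for 24 h at 37 °C; luciferase reagent was added for 10 min and luminescence read.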
FLuc modulator = inhibits or activates purified firefly luciferase, miR-21 counter-screen. 360,000 tested, 6.9% active. purified FLuc, Km substrates, luminescence inhibition. P08659. Potency, µM (titrated, usually from 57.5 µM), for inactives: at the highest dose activity change, negative = inhibition, hits mostly inhibitors. AID 588342;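 note: potency is the fitted concentration of half-maximal effect; plate controls were vehicle for no effect and reference inhibitor for full effect; nearly all actives have a fitted effect of over 55% in size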
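Purified P. pyralis luciferase, 10 nM final, with Km-level 10 uM D-luciferin and 10 uM ATP in 50 mM Tris acetate pH 7.5, 10 mM Mg acetate, 0.01% Tween-20, 0.05% BSA; 6-point qHTS titration about 60 µM downward; luminescence read.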
RORgamma inh = ROR gamma (mouse) transcription inhibition. Drosophila S2 Gal4-RORgamma UAS-luciferase reporter, 20 h. Potency, µM (series often up to 53.6 µM), for the others: at the top dose activity change, negative = inhibition, most hits filed as inhibitors. 310,000 tested, 5.4% active; note: potency is the fitted concentration of half-maximal effect; % is set by controls: 0 for no effect and ±100 for the full control effect; nearly all actives have a fitted effect of over 60% in size
Target sequence (P51450 whole entry, looked up, the tested form may be a part): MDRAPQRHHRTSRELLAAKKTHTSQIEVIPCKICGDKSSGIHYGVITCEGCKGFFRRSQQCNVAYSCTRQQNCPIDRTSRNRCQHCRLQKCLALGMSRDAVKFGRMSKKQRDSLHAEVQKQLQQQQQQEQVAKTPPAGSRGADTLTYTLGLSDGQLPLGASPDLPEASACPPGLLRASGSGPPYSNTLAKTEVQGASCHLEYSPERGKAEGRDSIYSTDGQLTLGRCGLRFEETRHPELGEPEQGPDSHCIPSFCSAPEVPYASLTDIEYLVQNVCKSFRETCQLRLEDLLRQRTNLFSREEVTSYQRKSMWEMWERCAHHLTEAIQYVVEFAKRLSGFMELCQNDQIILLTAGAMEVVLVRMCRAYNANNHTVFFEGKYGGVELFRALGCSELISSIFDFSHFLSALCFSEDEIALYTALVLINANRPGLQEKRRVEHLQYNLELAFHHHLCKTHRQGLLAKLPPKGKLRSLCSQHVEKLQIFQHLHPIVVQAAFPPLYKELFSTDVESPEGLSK
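Read-out: Photinus luciferase luminescence; inhibitors lower reporter signal. Insect Schneider cells with Gal4-ROR gamma fusion under metallothionein promoter, UAS reporter; 700 uM final copper sulfate induction, 20 hr, ambient temperature.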
* marks the source's active call; other numbers are inactive results; u = inconclusive; x = no result given; [ ] = another dose, or the depositor's remark. Unless noted, calls come from the whole dose curve; as a rule, active = well fitted curve in the direction sought with a large enough effect; inconclusive = small, poorly fitted or top-dose-only effect, or another doubt; inactive = no such curve, though single readings can be large; an effect the other way counts as inactive or inconclusive. A portion of the library; the hit share may differ from the screen's.

SMILES	Rab9 promoter act	BRCA1 expr act	p53 reactivator	ELG1 genotoxic	Menin-MLL TR inh	VP16 counter	PKM2 act	Giardia kill	NPC1 promoter act	FLuc modulator	RORgamma inh
Cc1ccc(-c2cccc(NC(=O)C3C(C(=O)O)[C@@H]4C=C[C@H]3C4)c2)o1 (some centres undefined)	6%	-4%	14%	0%	0%	-1%	u	-6	-3%	u	35%
Cc1ccc(CC(=O)NCC(O)c2ccccc2)cc1 (centres undefined)	-1%	-17%	2%	8%	9%	-2%	-3%	3	1%	3%	0%
COc1cc(C(=S)N2CCOCC2)ccc1OC(=O)Cc1ccc(F)cc1	0%	-24%	1%	1%	-2%	-10%	8%	1	2%	3%	-17%
Cc1ccc(-c2oc3ccccc3c(=O)c2OCC(=O)O)cc1	-5%	-15%	-4%	3%	-13%	4%	-14%	7	-10%	-3%	0%
CCCCCNC(=O)C(C)Sc1ccc(Cl)cc1 (centres undefined)	1%	-25%	-1%	-1%	2%	-2%	7%	-6	1%	5%	14%
CCCCN(C(=O)c1cc(=O)[nH]c2ccccc12)c1c(N)n(CCC)c(=O)[nH]c1=O	-9%	-2%	0%	-3%	x	0%	0%	-8	-4%	-1%	-1%
CCN(CC)C(=O)/C(NC(=O)c1ccccc1)=C(/Sc1ncccn1)c1ccccc1	-3%	-12%	18%	-7%	-8%	-2%	-1%	1	-1%	4%	33%
CCCCN(C(=O)CSCC(=O)Nc1ccc(OC)cc1)c1c(N)n(Cc2ccccc2)c(=O)[nH]c1=O	-5%	0%	-2%	2%	x	x	x	-8	-3%	-6%	x
C#CCOCCOCCOCCNc1nc(N2CCN(C(=O)[C@H](C)n3cc(CCCN=C(N)N)nn3)CC2)nc(N2CCN(C(=O)[C@H](CCCCN)n3cc(CCCC)nn3)CC2)n1	-6%	x	2%	4%	-7%	0%	2%	x	-3%	-2%	-2%
COC(=O)CCc1cccc(CCC(=O)OC)c1	-3%	0%	x	2%	6%	1%	-1%	21	-3%	1%	-15%
Cc1ccccc1NS(=O)(=O)c1ccc(NS(=O)(=O)c2cccs2)cc1	-4%	-11%	-4%	-11%	-14%	9%	8%	11	-2%	1%	u
Cc1nc(NC(=O)c2cc3ccccc3o2)ccc1Br	u	-31%	16%	u	14%	-8%	3%	-1	u	u	-11%
Cc1cc(NC(=O)C(C)SCC(=O)Nc2ccccc2N2CCCC2)no1 (centres undefined)	4%	3%	-5%	-3%	x	x	x	-17	1%	-2%	x
Cc1[nH]n(-c2ccccc2)c(=O)c1N=Nc1cccc(Cl)c1	17%	-19%	0%	16%	u	-4%	0%	6	u	9.5µM*	7%
CCCc1c(C)c2ccc(OCC(C)=O)cc2oc1=O	u	5.6µM*	u	u	-12%	3%	22%	-9	u	u	16%
Cc1cc(C)cc(N(CC(=O)NC2CCCCC2)C(=O)c2ccc(C)s2)c1	-4%	0%	-5%	-3%	-24%	-18%	3%	-4	0%	-1%	1%
CCOC(=O)NCc1ccc(CNC(=O)OCC)cc1	4%	20%	-2%	2%	2%	2%	1%	2	-7%	1%	-18%
CSc1nnc(-c2cccc(NC(=S)NN)c2)o1	-2%	-4%	-6%	-1%	7%	u	0%	27	-4%	-6%	u
CN1CC(c2ccccc2)C(c2ccc(Cl)cc2)=N1 (centres undefined)	1%	-8%	3%	1%	3%	4%	-3%	-3	0%	1%	-7%
COc1ccccc1C(=O)Nc1onc(C)c1C#N	0%	-2%	5%	-3%	-6%	-16%[10 µM]	-2%	-2	1%	-2%	10%
COc1cccc(/C=N/n2c(C)nc3ccccc32)c1OC	-3%	-24%	3%	-3%	-21%	8.9µM*	4%	-12	0%	u	3.2µM*
CC(C)COC(=O)N1CC(O)CC1C(=O)Nc1ccc2c(c1)OCO2 (centres undefined)	-3%	-10%	5%	3%	x	x	x	-15	-1%	-7%	x
CCN1C(=O)N(C(C)=O)C2C1N(C(C)=O)C(=O)N2C(C)=O (centres undefined)	0%	-36%	5%	0%	14%	4%	2%	5	-5%	-10%	-13%
CCCCN(C(=O)c1cc2ccccc2o1)c1c(N)n(CCCC)c(=O)[nH]c1=O	0%	2%	2%	4%	x	x	x	2	-2%	-3%	x
COc1ccc(OC)c(NC(=O)N2CCc3ccccc3C2)c1	-5%	0%	4%	9%	x	22%	x	u	4%	u	18%
CC(=O)N(C)c1ccc(OCC(O)Cn2c3ccc(Cl)cc3c3cc(Cl)ccc32)cc1 (centres undefined)	-8%	-85%	-20%	-24%	22%	4%[0.365 µM]	-1%	4	-4%	2%	20µM*
COc1ccc(OC)c(NC(=O)c2nnn(Cc3ccccc3C)c2N)c1	-9%	-43%	-20%	8%	u	-21%	3%	24	1%	2%	-14%
NC(=O)NC(Cc1ccccc1)c1ccccc1 (centres undefined)	-8%	-5%	-5%	0%	1%	2%	28%	6	-1%	2%	-13%
CC(=O)Nc1ccc2c(c1)nc(CCNC(=O)c1ccccc1)n2C	0%	3%	-3%	1%	-3%	-4%	-6%	25	5%	-5%	-5%
COc1ccc(C(=O)CSc2nnc(-c3cc(C)cc(C)c3)o2)cc1	0%	9%	2%	0%	-18%	-8%	3%	7	-3%	0%	8%
Cc1noc(C)c1COC(=O)CNC(=O)c1ccc(Cl)cc1	-4%	-2%	-1%	1%	4%	16%	3%	23	-9%	3%	17%
O=C(CSc1nnc(-c2ccccc2O)n1-c1ccccc1)Nc1cccc(C(=O)O)c1	1%	6%	1%	3%	6%	-5%	-8%	-27	-2%	u	-12%
CCCC(C(=O)Nc1ccc(S(=O)(=O)N2CCCC2)cc1)c1ccccc1 (centres undefined)	-2%	-50%	0%	-3%	x	x	x	-6	2%	3%	x
CCOC(=O)c1c(CN2CCCCC2)oc2ccc(O)cc12	-2%	-13%	-1%	7%	12%	-1%	-1%	2	-2%	1%	-13%
CCCC(=O)Nc1c(-c2ccc(OC)cc2)c(=O)c2ccccc2n1C	-9%	5%	-1%	-3%	0%	1%	-11%	-10	2%	1%	-2%
COc1ccc(-c2cc(C)no2)cc1S(=O)(=O)NCC1CCN(Cc2cc(C)ccc2C)CC1	-2%	-22%	2%	-1%[9.26 µM]	-8%	1%	x	8	-5%	0%	-14%
c1ccc(Oc2ccc(-c3ccnc4ncnn34)cc2)cc1	-12%	2%	5%	10%	-17%	2%[10 µM]	-1%	-13	-1%	-11%	21%
COc1ccc(CC(=O)Nc2ccc3nc(C)sc3c2)cc1OC	-3%	-9%	-10%	1%	1%	-7%	16%	26	-3%	1%	26%
N#C/C(=C\C1=C(N2CCOCC2)C(=C\c2ccc(Cl)cc2)/CC1)C(=O)Nc1ccccc1F	-4%	10%	-4%	2%	u	-17%	-6%	-1	-5%	u	u
O=C(NCC(c1ccco1)N1CCCC1)c1cccc(NS(=O)(=O)c2ccccc2)c1 (centres undefined)	1%	-4%	-2%	4%	x	x	x	4	2%	-1%	x
COc1ccccc1OCCNC(=O)c1cccc(S(=O)(=O)N2CCN(C)CC2)c1	1%	-6%	12%	12%	x	-9%	1%	8	-4%	13µM*	-17%
O=C(c1cn2ccccc2n1)N1CCc2c([nH]c3ccccc23)C1c1ccccn1 (centres undefined)	2%	-25%	-1%	0%	8%	6%	9%	16	1%	-3%	-9%
CCn1nc(C)c(NC(=O)CCSc2nc(-c3ccco3)cc(C(F)(F)F)n2)c1C	u	-19%	-5%	-3%	1%	-4%	7%	13	2%	-7%	u
CCOc1cc([N+](=O)[O-])cc(/C=N/NC(=O)c2c(-c3ccccc3)noc2C)c1O	3%	-64%	-5%	11%	u	0.63µM*	-1%	-18	-4%	2%	0.63µM*
COc1cccc(CC(=O)OC(C)C(=O)Nc2ccc(Cl)cn2)c1 (centres undefined)	0%	-3%	-7%	0%	x	x	x	-14	-2%	1%	x
COc1cccc(-n2c(SCC(=O)Nc3ccc4c(c3)CCC4)nc3ccccc3c2=O)c1	-1%	-34%	-22%	2%	-17%	21%	5%	8	-9%	2%	u
COC(CNC(=O)c1ccc2c(c1)ncn2-c1cccc(F)c1)OC	-5%	-2%	-4%	-1%	-28%	-6%	-12%	-9	-5%	3%	-7%
CC(C)(CO)NC(=S)NCc1ccco1	-2%	8%	5%	-2%	x	0%	11%	4	-2%	4%	-2%
CCCCn1c(/N=C/c2cc(OC)ccc2O)nc2ccccc21	-12%	-27%	-8%	-9%	-1%	u	0%	9	-5%	3%	u

Screening data as filed in PubChem BioAssay.
